High-throughput results from PubChem.
SENP8 inh – SENP8 protease inhibition; inhibition, % at 10 µM; Q96LD8; AID 2540; purified SENP8, Z-RLRGG-aminoluciferin cleavage, luminescence; 330,000 tested, 1.2% active
UBC13 polyUb – inhibitors of human UBC13 polyubiquitin chain formation; P61088; TR-FRET; inhibition, % at 20 µM; 330,000 tested, 0.47% active; in the data active = inhibition above about 45%, passing the limit was not always enough; inconclusive = no clear call, values can overlap the other calls
EBI2 block – antagonists of human EBI2 receptor; P32249; EBI2 beta-arrestin recruitment, luminescence, 7a,25-OHC stimulated; inhibition, % at 5 µM; 360,000 tested, 0.81% active; in the data active = inhibition above about 38%;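 also: enzyme fragment complementation signal reports receptor beta-arrestin coupling in cells; 0% = agonist plus DMSO wells and 100% = wells without agonist; some results beyond the cut were filed as inactive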
Gli-Sufu block – Gli-Sufu pathway antagonism | Sufu-KO-LIGHT fibroblasts, Gli luciferase reporter luminescence | inhibition, % at 5 µM | 340,000 tested, 0.74% active;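 active = inhibition above about 55%, limit read from the data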;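 also: 0% = DMSO-treated cells and 100% = wells with medium but no cells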
CCR6 antag – blocks CCL20-driven beta-arrestin recruitment at human CCR6; CHO-K1 CCR6 PathHunter beta-arrestin, luminescence, CCL20-stimulated; inhibition, % at 20 µM; 340,000 tested, 0.49% active; AID 493098;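 active = compounds whose inhibition of the agonist-driven luminescence signal at 20 µM reaches about 50%, limit read from the data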;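 also: cells stimulated with CCL20 at 14 nM final; plate controls were DMSO with CCL20 for no effect and DMSO without agonist for full effect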
Jurkat NFkB inh – inhibitors of the PMA/ionomycin-induced NF-kB reporter in Jurkat cells; PMA/ionomycin-induced NF-kB luciferase reporter, luminescence; inhibition, % at 4 µM; 330,000 tested, 0.53% active; AID 435003
Apaf1 inhib – inhibitors of human Apaf-1 apoptosome; O14727; reconstituted apoptosome caspase-3 activity, DEVD-Rh110 fluorescence; inhibition, % at 20 µM; 330,000 tested, 0.71% active; active = inhibition of at least 40% at 20 µM;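 also: plate controls were DMSO wells for no effect and DEVD-CHO caspase inhibitor wells for full effect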
Target sequence (O14727 whole entry, looked up): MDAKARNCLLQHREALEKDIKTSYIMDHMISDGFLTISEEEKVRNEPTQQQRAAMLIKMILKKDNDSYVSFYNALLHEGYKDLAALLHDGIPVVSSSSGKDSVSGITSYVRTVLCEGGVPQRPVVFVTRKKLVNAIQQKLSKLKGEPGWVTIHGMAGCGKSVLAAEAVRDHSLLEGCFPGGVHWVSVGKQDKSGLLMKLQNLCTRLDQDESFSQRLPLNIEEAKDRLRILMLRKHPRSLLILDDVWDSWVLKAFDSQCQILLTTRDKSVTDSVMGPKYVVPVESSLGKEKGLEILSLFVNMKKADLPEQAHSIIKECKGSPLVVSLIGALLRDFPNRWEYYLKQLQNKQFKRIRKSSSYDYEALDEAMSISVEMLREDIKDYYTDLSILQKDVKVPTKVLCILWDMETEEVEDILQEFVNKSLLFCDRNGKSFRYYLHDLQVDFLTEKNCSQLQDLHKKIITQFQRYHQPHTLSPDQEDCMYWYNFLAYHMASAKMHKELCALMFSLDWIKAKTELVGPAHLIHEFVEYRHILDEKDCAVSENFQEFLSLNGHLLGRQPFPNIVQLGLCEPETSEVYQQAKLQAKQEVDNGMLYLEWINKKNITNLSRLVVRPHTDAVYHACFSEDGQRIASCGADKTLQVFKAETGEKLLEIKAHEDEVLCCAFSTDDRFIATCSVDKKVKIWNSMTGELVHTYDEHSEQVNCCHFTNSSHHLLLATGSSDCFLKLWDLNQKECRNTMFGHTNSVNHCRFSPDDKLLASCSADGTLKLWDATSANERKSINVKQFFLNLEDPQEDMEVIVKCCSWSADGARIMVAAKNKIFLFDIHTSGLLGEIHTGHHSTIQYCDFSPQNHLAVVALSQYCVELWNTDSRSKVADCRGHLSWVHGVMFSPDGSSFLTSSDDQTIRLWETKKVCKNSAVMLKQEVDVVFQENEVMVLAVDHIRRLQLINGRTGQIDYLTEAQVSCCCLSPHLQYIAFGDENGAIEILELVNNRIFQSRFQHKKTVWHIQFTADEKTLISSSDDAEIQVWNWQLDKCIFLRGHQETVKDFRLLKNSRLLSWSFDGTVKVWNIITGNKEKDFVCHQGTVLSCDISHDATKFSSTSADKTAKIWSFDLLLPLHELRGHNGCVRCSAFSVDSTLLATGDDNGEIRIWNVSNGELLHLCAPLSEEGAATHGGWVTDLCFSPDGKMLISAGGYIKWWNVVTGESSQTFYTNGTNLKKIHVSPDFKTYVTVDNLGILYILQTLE
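System – cell-free apoptosome with Apaf-1, procaspase-3 and caspase-9 · Buffer or medium – pH 7.5 Hepes buffer with CHAPS, BSA, DTT · Also added – cytochrome c with DEVD-Rh110 · Times – 30 min compound preincubation, 50 min activation, room temperature · Technique – Rh110 fluorescence intensity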
697 NFkB inh – inhibitors of the PMA/ionomycin-induced NF-kB reporter in 697 B cells. 330,000 tested, 0.33% active. 697 B-cell NF-kB luciferase reporter, 16 h. inhibition, % at 4 µM; in the data active = inhibition above about 35%
Numbers without * were called inactive; ? = inconclusive; · = not tested or not shown. Rule as the data show it, unless noted: active = inhibition above about 50%; inactive = the rest. The list is partial; rates above refer to the full screens.

SMILES	SENP8 inh	UBC13 polyUb	EBI2 block	Gli-Sufu block	CCR6 antag	Jurkat NFkB inh	Apaf1 inhib	697 NFkB inh
Nc1nnn(CC(=O)N/N=C/c2cn[nH]c2-c2ccccc2)n1	-0.2	2.7	-4.3	18.5	6.2	4.7	-22.1	4.8
CC(=O)NCCC(=O)N1CCCC(CNC(=O)c2ccc(-c3ccccc3)cc2)C1 (stereo not drawn)	-1.9	-4.2	-15.8	-2.3	10.1	1.0	0.9	3.1
C=CCN(Cc1cc(OC)ccc1OC)C(=O)c1cc2ccc(OC)cc2[nH]1	3.6	5.5	-3.3	10.0	16.3	-16.7	26.5	-5.7
CN1CCN(NC(=O)c2ccccc2F)CC1	-7.4	-2.3	-6.1	-5.7	-1.2	-14.6	-6.2	7.8
O=C(NC1CCSc2ccccc21)c1ccc(F)c(S(=O)(=O)N2CCOCC2)c1 (stereo not drawn)	-9.6	0.2	6.2	6.1	18.5	-1.7	9.6	2.4
CN(C)CCNc1ncnc2c1cnn2-c1ccc(Cl)cc1	-1.2	4.8	-5.5	-16.5	34.8	-36.4	13.9	-64.4
CC(C)NC(=O)CCCN1C(=O)c2ccccc2Sc2ncccc21	-9.4	1.6	2.4	21.9	11.6	-5.2	4.1	0.7
COc1ccc(N2CCN(C(CNC(=O)C(=O)NCCC3=CCCCC3)c3ccco3)CC2)cc1 (stereo not drawn)	-11.3	-5.6	4.8	13.4	-5.1	-1.7	1.6	-26.0
COc1ccc(N2CCN(c3n[nH]c(N)n3)CC2)cc1	3.5	3.9	-9.4	-5.5	2.3	-3.7	-3.6	9.8
C/C(=N\NC(=O)c1ccc(CSc2nc(C)cc(C)n2)cc1)C1CCCCC1	3.4	-1.6	-11.2	-1.2	19.6	38.1	-16.3	-27.4
O=C(N1CCOCC1)N1CCN(S(=O)(=O)c2ccc(Cl)cc2)C1	-3.3	0.4	0.3	-8.0	0.4	-32.0	1.2	-4.4
Cc1cc(C)nc(NC(=O)c2ccc3c(c2)OCO3)c1	58.7*	-6.1	·	·	·	-19.4	6.8	-19.8
O=S(=O)(c1ccc2nc(Nc3ccccc3)ccc2c1)N1CCCCC1	2.4	-6.0	21.5	-22.5	8.8	-13.1	35.2	-58.1
CC(NC(=O)c1ccccc1Cl)NC(=O)c1ccccc1Cl	2.1	-4.0	-4.1	·	12.2	2.4	-8.9	-3.2
O=C(CSc1nc(-c2ccco2)cc(C(F)(F)F)n1)N1CCCc2ccccc21	3.0	1.0	5.8	-8.8	-3.8	5.4	16.5	-11.0
NC(=O)C1CC(=O)N(c2ccc(OCc3c(Cl)cccc3Cl)cc2)C1 (stereo not drawn)	-8.2	-7.0	-0.2	-6.6	-1.8	-12.5	10.8	-3.4
NC(=O)C(=O)N/N=C/c1c[nH]c2ccc(Br)cc12	3.2	-2.3	-0.4	-2.9	0.9	-4.5	-2.6	15.2
COc1ccc(CCNC(=O)C2CC(c3ccccc3[N+](=O)[O-])=NO2)cc1 (stereo not drawn)	-7.5	3.7	14.9	-6.7	3.5	-53.2	9.7	-52.3
Cc1ccccc1C(=O)NNC(=O)C1CCN(c2ncccn2)CC1	-9.7	5.4	-3.1	25.4	8.7	-9.5	-0.5	1.2
FC(F)Oc1ccccc1NC(=S)NCCc1ccccc1	-2.1	3.0	-18.4	0.8	-0.4	1.9	-1.7	-10.1
Cn1nnc2cc(C(=O)NC(C)(C)C)ccc21	4.7	3.6	-0.7	9.0	-1.8	5.1	1.1	-4.9
O=C(CCc1nc2ccccc2c(=O)[nH]1)NNC(=O)c1ccccc1Cl	-2.2	8.1	-2.6	-5.8	8.2	-0.5	2.3	11.8
CNC(=O)/C(C#N)=C1/SC(Cc2ccc(F)cc2)C(=O)N1c1ccccc1 (stereo not drawn)	-9.9	2.5	-8.0	-0.2	8.7	0.1	2.7	-3.1
COc1ccc(C(=O)Cn2c(=O)c(CCC(=O)O)nn3c4ccccc4nc23)cc1OC	0.1	6.1	-0.8	16.0	4.3	2.9	4.4	16.4
O=C(Nc1ccc(S(=O)(=O)Nc2nccs2)cc1)c1ccc(N2C(=O)c3ccccc3C2=O)cc1	6.7	-7.3	-4.3	-12.4	16.4	-2.9	7.0	9.4
CCOC(=O)N1CCC(NC(=O)CC2C(=O)NCCN2Cc2ccccc2)CC1 (stereo not drawn)	-2.5	-4.2	-7.2	-20.5	-6.8	-3.9	6.3	-9.7
Cc1ccc(C)c(OCc2nc3ccc(S(=O)(=O)Nc4c(C)n(C)n(-c5ccccc5)c4=O)cc3[nH]2)c1	7.9	-3.4	-10.3	8.2	4.7	0.7	16.7	-20.3
Cc1onc(-c2ccccc2Cl)c1C(N)=O	0.3	0.7	1.2	-4.2	-7.1	-7.4	-17.0	-1.8
O=C(COC(=O)c1ccc([N+](=O)[O-])cc1)Nc1cccnc1Cl	-5.6	-10.9	-11.2	-5.1	-24.1	-6.8	-11.9	-26.0
C=CCn1c(COc2ccc(Cl)cc2)nnc1SCC(=O)Nc1ccc(S(N)(=O)=O)cc1	-8.1	-5.2	-4.3	-0.7	5.3	-9.7	7.7	-48.1
CC1=CCC(Cc2nc3ccccc3o2)C1(C)C (stereo not drawn)	-4.8	6.5	-4.0	-3.3	6.0	-2.3	4.9	6.4
N#CC1=C(N)Oc2cc(O)ccc2C1c1cccnc1 (stereo not drawn)	1.4	3.7	-6.4	-0.6	10.2	17.5	2.8	21.2
CCOc1ccc(CCNC(=O)CN2C(=O)CCSc3ccccc32)cc1OCC	-5.6	-4.2	-13.0	-14.0	4.0	-17.6	-1.3	-7.6
CCOC(=O)C1CCN(C(=O)c2ccc3nc(-c4ccc(OC)cc4)c(-c4ccc(OC)cc4)nc3c2)CC1	-7.3	?	33.3	-2.0	16.2	12.3	22.8	12.7
CC(C)C(=O)Nc1ccc(C(=O)NNC(=O)NC2CCCCC2)cc1	4.3	0.4	-2.4	·	-1.6	19.7	-10.0	15.9
Cc1ccc(-c2noc(C3CCCN(C(=O)c4ccc(Cl)cc4)C3)n2)o1 (stereo not drawn)	-6.4	0.0	4.1	-12.6	6.0	-28.1	12.2	-12.7
O=C(Nc1cccc(Cl)c1Cl)C1CCN(c2ncccn2)CC1	-9.6	-6.0	10.0	5.9	4.5	-20.8	7.2	6.3
CC(C)N1CCC(N2CCN(Cc3ccc4nsnc4c3)CC2CCO)CC1 (stereo not drawn)	1.3	11.5	-3.4	15.1	8.2	16.0	3.4	1.8
O=S(=O)(NCc1ccco1)c1ccc(Cl)nc1	-7.9	-14.6	1.6	-2.0	-1.8	-6.5	3.0	3.5
CCc1cc2c(NCCN3CCCCC3)ncnc2s1	5.2	11.0	-1.3	6.2	3.5	4.8	-0.7	-11.0
C=CCN(C(=O)c1csnn1)C(C(=O)NCc1ccc(F)cc1)c1ccccc1F (stereo not drawn)	0.1	2.2	11.1	19.8	11.9	4.3	-3.6	14.4
COc1ccc(NC(=O)C2(c3cccs3)CCOCC2)cc1	-0.3	-10.3	4.1	0.7	11.3	10.6	-15.8	-3.6
C1CN(c2nc(N3CCOCC3)nc(N3CCOCC3)n2)CCO1	-5.2	-7.4	·	4.2	3.0	-1.9	-11.4	-1.9
COc1ccc(S(=O)(=O)N2CCCCC2)cc1NC(=O)Cc1cccc(C(F)(F)F)c1	-7.2	-3.7	1.2	15.9	13.4	7.0	6.2	-9.4
COc1ccc2sc(-c3ccc(N(C)C)cc3)c(-c3ccc4cc[nH]c4c3)c2c1	15.8	20.2	12.6	-14.8	-1.8	-87.9	-5.5	-59.0
Oc1ccc(O)c(/C(=N/Nc2ccccc2)c2ccccc2)c1	-7.9	1.9	·	·	·	9.3	14.0	-31.5
Nc1cnc(Br)cc1Br	-4.8	10.9	-21.1	0.6	7.8	3.1	-6.0	18.5
COC(=O)c1nc(N)sc1C(C)C	4.3	18.1	9.1	-9.7	-12.5	-1.9	-7.4	8.3
Cc1cccc(N(C(=O)CNC(=O)c2ccco2)C(C(=O)NC2CCCCC2)c2cccnc2)c1 (stereo not drawn)	-8.9	-2.2	5.4	1.8	-2.0	0.2	8.5	-0.8
O=S(=O)(c1cccc(Cl)c1Cl)N1CCCCC1	-3.5	-15.9	-0.5	3.8	3.1	0.6	13.3	7.3
CC(=O)N1c2ccc(S(=O)(=O)N3CCC(C(=O)NCc4ccc(N(C)C)cc4)CC3)cc2CC1C (stereo not drawn)	-8.7	-7.3	4.5	-10.2	13.5	7.8	3.2	-5.6
COc1ccc(C(=O)Nc2nnc(-c3ccccc3)o2)cc1OC	-3.6	-3.0	-8.2	-5.0	-0.5	6.3	-6.2	6.7
CCOc1cc(C(=O)N2CCC(CC3CC(c4cccc(Br)c4)=NO3)(C(=O)NCC3CCCCC3)CC2)cc(OCC)c1OCC (stereo not drawn)	1.2	-32.7	-4.3	6.8	10.7	7.3	17.2	-6.5
NC1=C(c2ccc([N+](=O)[O-])cc2)C(=O)CO1	-0.8	4.4	0.8	-2.5	4.5	0.0	-4.0	7.8
CC(=O)c1cccc(S(=O)(=O)NCC2CCCCC2)c1	-7.6	-2.6	-11.3	3.8	3.5	-5.6	1.5	-14.6
O=C(C[C@H]1C[C@H](C(=O)N2CCOCC2)[C@@]2(CCC3CCCC3)c3[nH]c4cc(-c5ccco5)ccc4c3CCN2C1=O)NCCN1CCOCC1	·	·	3.3	4.0	8.7	·	36.4	19.8
CN1c2ccccc2C(O)=C(C(=S)Nc2ccccc2)S1(=O)=O	-6.4	-7.3	-3.3	8.8	13.2	12.0	6.1	0.9
COc1cc(/C=C2/C(=O)NN(c3cccc(Cl)c3)C2=O)cc(OC)c1O	-2.1	-305.2	6.0	17.5	52.4*	-6.2	-0.4	10.3
CC(=O)Nc1ccccc1C(=O)C(=O)Nc1cccc(C(=O)NCC2CCCO2)c1 (stereo not drawn)	-10.1	-12.1	-7.5	-3.0	-1.6	-9.3	-10.7	8.8
Cc1cc2cc(CNC(=O)c3ccc(S(=O)(=O)N4CCOCC4)cc3)ccc2n1C	3.3	3.0	-3.5	0.3	-3.3	4.9	35.1	11.6

(more compounds)
SMILES	SENP8 inh	UBC13 polyUb	EBI2 block	Gli-Sufu block	CCR6 antag	Jurkat NFkB inh	Apaf1 inhib	697 NFkB inh
O=c1cc(-c2ccccc2)[nH]c2[nH]n(-c3ccccc3)c(=O)c12	4.9	0.3	-23.9	4.5	-1.4	2.0	22.8	6.2
O=C1Nc2ccccc2OC1CC(=O)N1CCOCC1 (stereo not drawn)	-10.6	-1.3	-1.7	-2.5	2.2	-1.1	6.5	-6.9
Cc1cccc(NC(NC(=O)c2ccccc2[N+](=O)[O-])C(Cl)(Cl)Cl)c1 (stereo not drawn)	4.6	9.8	0.1	-4.9	1.4	13.4	8.3	4.1
CC1=C(C#N)C(=O)NC(=O)/C1=C/c1ccc(-c2ccc(S(N)(=O)=O)cc2)o1	4.6	-8.0	-3.7	-2.0	-4.7	1.7	-5.9	-2.8

6 entries from above, sorted by count of non-hydrogen atoms, rising.
SMILES	SENP8 inh	UBC13 polyUb	EBI2 block	Gli-Sufu block	CCR6 antag	Jurkat NFkB inh	Apaf1 inhib	697 NFkB inh
CN1c2ccccc2C(O)=C(C(=S)Nc2ccccc2)S1(=O)=O	-6.4	-7.3	-3.3	8.8	13.2	12.0	6.1	0.9
Cc1cccc(NC(NC(=O)c2ccccc2[N+](=O)[O-])C(Cl)(Cl)Cl)c1 (stereo not drawn)	4.6	9.8	0.1	-4.9	1.4	13.4	8.3	4.1
COc1cc(/C=C2/C(=O)NN(c3cccc(Cl)c3)C2=O)cc(OC)c1O	-2.1	-305.2	6.0	17.5	52.4*	-6.2	-0.4	10.3
CC1=C(C#N)C(=O)NC(=O)/C1=C/c1ccc(-c2ccc(S(N)(=O)=O)cc2)o1	4.6	-8.0	-3.7	-2.0	-4.7	1.7	-5.9	-2.8
CC(=O)Nc1ccccc1C(=O)C(=O)Nc1cccc(C(=O)NCC2CCCO2)c1 (stereo not drawn)	-10.1	-12.1	-7.5	-3.0	-1.6	-9.3	-10.7	8.8
O=C(C[C@H]1C[C@H](C(=O)N2CCOCC2)[C@@]2(CCC3CCCC3)c3[nH]c4cc(-c5ccco5)ccc4c3CCN2C1=O)NCCN1CCOCC1	·	·	3.3	4.0	8.7	·	36.4	19.8
